Caspase-1 inhib – qHTS Assay for Allosteric/Competitive Inhibitors of Caspase-1. P29466. Caspase-1 enzyme, Ac-WEHD-AFC fluorogenic rate. Potency, µM (titrated, usually from 57.5 µM), inactives show top-dose activity change, negative = inhibition, usual class: inhibitors. hit rate 0.03% among 75,000. AID 900, 2007;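 also: potency is read from the fitted curve at half-maximal effect; plate controls were vehicle for no effect and no substrate for full effect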
A350 fluor – qHTS Assay for Spectroscopic Profiling in A350 Spectral Region; max dye-equivalent concentration, M; hit rate 11% among 59,000; Compound autofluorescence, 340/450 nm, Alexa 350 dye-equivalents; hits give high values; in the data active = max dye-equivalent concentration above about 10 nM; inconclusive = mostly about 1.1 nM to 9.6 nM
Tau filament bind – qHTS Assay for Tau Filament Binding; hit rate 2% among 71,000; AID 596, 2007; Potency, µM (top dose mostly 57.1 µM), inactives show top-dose activity change, negative = inhibition; recombinant tau filaments, thioflavin S fluorescence, 15 h; filaments grown with octadecylsulfate alongside compound;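 also: potency is read from the fitted curve at half-maximal effect; % is scaled to controls: 0 for no effect and ±100 for the full control effect; actives lower thioflavin S fluorescence by blocking filaments or displacing dye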
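Assay mix: 1 uM His-tagged tau, 30 uM sodium octadecylsulfate, thioflavine S dye in HEPES/NaCl/DTT buffer. Compound is added prior to the inducer. Fluorescence after 15 h at 37 C.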
Luciferase inh – qHTS Assay for Inhibitors of Firefly Luciferase; purified firefly luciferase, luminescence, 8 min; Luciferin 4-monooxygenase (Photinus pyralis), P08659; Potency, µM (doses to about 57.1 µM), for the others: at the top dose activity change, negative = inhibition, hits mostly inhibitors; hit rate 2.2% among 72,000; also: potency is read from the fitted curve at half-maximal effect; % is scaled to controls: 0 for no effect and ±100 for the full control effect; nearly all actives have a fitted effect of over 40% in size
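Firefly luciferase (PKLight detection mix) with 10 uM ATP in pH 7.2 imidazole buffer (KCl, MgCl2, Tween 20, BSA). Compounds tested across a concentration series (qHTS). Luminescence read after 8 min at ambient temperature.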
BRCT inh red – qHTS Assay for Inhibitors of BRCT-Phosphoprotein Interaction (Red Fluorophore). Breast cancer type 1 susceptibility protein (Homo sapiens), P38398. BRCT-phosphopeptide binding, red fluorescence polarization. Potency, µM (doses to about 76.9 µM), inactives show at the highest dose activity change, negative = inhibition, usual class: inhibitors. hit rate 0.03% among 75,000. AID 892, 2007; also: % is scaled to controls: 0 for no effect and ±100 for the full control effect
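Fluorescence polarization: 100 nM His-tagged BRCA1 BRCT with 100 nM TAMRA-labelled phospho-BACH1 decapeptide, phosphate buffer pH 7.3 with 150 mM NaCl, DTT, 0.01% Tween 20; 12 min RT. Binding inhibition seen as FP decrease.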
HEK293 cAMP cs – qHTS Assay for Agonists of the Thyroid Stimulating Hormone Receptor: Activators of Intracellular cAMP Concentrations in Parental HEK 293; parental HEK293 CNG cAMP sensor, membrane potential fluorescence; Potency, µM (series often up to 57.1 µM), for inactives: at the highest dose activation, most hits filed as activators; hit rate 2.5% among 73,000; also: potency is read from the fitted curve at half-maximal effect; % of control where 0% means no effect; nearly all actives have a fitted effect of over 55% in size
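Parental HEK 293 cells stably expressing a modified CNG channel (no TSHR) report cAMP rise as membrane depolarization. Membrane potential dye with 100 uM RO 20-1724 was loaded for 60 min at room temperature, then compound added for 30 min; fluorescence read at 590 nm.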
CRE-bla Fsk – Cell signaling CRE-BLA (Fsk stim) | CHO CRE-bla reporter (cAMP response element driving beta-lactamase), forskolin EC10, beta-lactamase ratio | Potency, µM (titrated, usually from 38.2 µM), inactives show at the top dose activity change, negative = inhibition, actives largely listed as activators | hit rate 2.5% among 71,000; active = well fitted activation curve with a large enough effect in the signal ratio, with a control signal flat, not every such curve was filed as active; inconclusive = small, poorly fitted or top-dose-only effect, or effect the other way, or a change in a side signal; the % refers to the signal ratio; also: potency is read from the fitted curve at half-maximal effect; % of control where 0% means no effect
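Reporter-gene assay: CHO cells with beta-lactamase behind cAMP responsive elements, co-treated with compound and EC10 NKH 477 for 3 hours at 37 degrees Celsius. Activity came from the 460/530 nm CCF4 emission ratio.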
ERK AVP block – qHTS Assay for Inhibitors of the ERK Signaling Pathway using a Homogeneous Screening Assay; HEK293-V1b, vasopressin-stimulated pERK AlphaScreen; Potency, µM (doses to about 57.5 µM), for the others: top-dose activity, negative = inhibition, hits mostly inhibitors; hit rate 0.99% among 72,000; also: potency is read from the fitted curve at half-maximal effect; % is scaled to controls: 0 for no effect and ±100 for the full control effect; nearly all actives have a fitted effect of over 55% in size
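V1b-HEK293 cells; cpd 30 min 37C; 25 nM vasopressin 5 min; lyse 10 min; AlphaScreen beads 5 hr RT. Normalized to DMSO basal and 25 nM vasopressin; AC50 by Hill fit.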
Caspase-7 inhib – qHTS Assay for Allosteric/Competitive Inhibitors of Caspase-7; P55210; recombinant caspase-7, Ac-DEVD-AFC fluorescence rate; Potency, µM (series often up to 57.5 µM), for inactives: at the top dose activity change, negative = inhibition, most hits filed as inhibitors; hit rate 0.02% among 75,000; AID 889, 2007; active = well fitted inhibition curve with a large enough effect in the main read-out, with a control signal flat, not every such curve was filed as active; inconclusive = small, poorly fitted or top-dose-only effect, or a change in a side signal; also: potency is read from the fitted curve at half-maximal effect; % of control where 0% means no effect
BRCT PPI green – qHTS Assay for Inhibitors of BRCT-Phosphoprotein Interaction (Green Fluorophore) | hit rate 0.05% among 75,000 | Potency, µM (series often up to 76.9 µM), for inactives: at the top dose activity change, negative = inhibition, actives largely listed as inhibitors | BRCA1 BRCT-phosphopeptide binding, green fluorescence polarization | AID 875, 2007;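 also: potency is read from the fitted curve at half-maximal effect; plate controls were peptide without protein for full effect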
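Fluorescence polarization: His-tagged BRCT (~35 kDa BRCA1 C-terminus, 250 nM) bound to 100 nM fluorescein-labeled phosphorylated 10-aa BACH1 peptide, pH 7.3 phosphate buffer with DTT and Tween 20. Compounds incubated 12 min at room temperature; inhibition read as lowered polarization.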
USP2a inhib – qHTS Assay for Inhibitors of Ubiquitin-specific Protease USP2a; USP2a enzymatic assay, qHTS inhibition; Potency, µM (doses to about 38.3 µM), for the others: at the highest dose activity change, negative = inhibition, hits mostly inhibitors; hit rate 0.1% among 60,000; AID 927, 2007;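 also: potency is read from the fitted curve at half-maximal effect; nearly all actives have a fitted effect of over 60% in size; plate controls were DMSO for no effect and NEM full inhibition control for full effect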
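20 nM USP2 core + cpd, 30 min RT; add 20 nM Ub-PLA2/20 uM NBD C6-HPC; read Ex460/Em535 at 0 h and 2.5 h. Normalized to NEM; qHTS curve fit/classification.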
* marks the source's active call; other numbers are inactive results; i = inactive; ? = inconclusive; . = not tested or not shown; ! = a repeat was not active; [ ] = another dose, or the depositor's remark. Unless noted, calls follow the shape of the dose curve; as a rule, active = well fitted curve in the direction sought with a large enough effect; inconclusive = small, poorly fitted or top-dose-only effect, or another doubt; inactive = no such curve, though single readings can be large; an effect the other way counts as inactive or inconclusive.

Below each SMILES – Caspase-1 inhib | A350 fluor | Tau filament bind | Luciferase inh | BRCT inh red | HEK293 cAMP cs | CRE-bla Fsk | ERK AVP block | Caspase-7 inhib | BRCT PPI green | USP2a inhib
- Cc1cc(S(=O)(=O)N2CCN(c3ccccc3C)CC2)ccc1F
    -4% | i | -20% | 0% | -0.6% | 23% | 3% | 89%[activator] | -2% | -2.0% | -19%
- Cc1ccc(S(=O)(=O)N2CCOCC2)cc1C(=O)Nc1ccc(-c2cn3ccsc3n2)cc1
    -4% | i | -20% | -6% | 0.8% | 2% | ? | 7% | -1% | -1.9% | 13%
- C=CCn1c(SC(C)C(=O)NCc2ccc3c(c2)OCO3)nnc1C1CCCCC1 (stereo unspecified)
    -1% | i | 0% | 1% | -0.6% | 2.5µM* | -6% | 9% | 0% | 2.1% | 4%
- CCOC(=O)Cn1c(N2CCOCC2)nc2c1c(=O)[nH]c(=O)n2C
    -3% | i | 5% | -12% | 0.5% | 1% | 4% | 10% | 1% | 0.4% | 4%
- O=C1c2ccccc2-c2ccc(C(=O)N3CCOCC3)cc21
    1% | i | -4% | 4% | -0.6% | 10% | ? | 15%[11.5 µM] | 1% | -0.6% | 3%
- Cc1ccc(-n2cc(C(C)(C)C)[nH]c2=S)cc1
    -4% | i | 8% | -5% | 1.1% | 0% | -4% | -4% | 1% | 0.5% | 3%
- CCC(C)(C)n1nnnc1C(c1cccs1)N1CCN(Cc2ccccc2)CC1 (stereo unspecified)
    -1% | i | -1% | 2% | 0.5% | 13µM* | -9% | 5% | -8% | -0.4% | -1%
- CC(CCC(=O)O)C1CCC2C3CC[C@H]4CC(O)CC[C@@]4(C)C3CC(O)[C@]12C (stereo partly specified)
    0% | . | . | . | 0.9% | . | . | 2% | -1% | -1.2%[3.08 µM] | 11%
- Fc1ccc(-c2nnc(SCc3ncc(-c4ccccc4)o3)n2CC2CCCO2)cc1 (stereo unspecified)
    1% | ? | 2% | 0% | 1.8% | ? | -10% | -21% | -1% | 1.2% | 9%
- CCOC(=O)c1c(NC(=O)c2nc3n(n2)C(C(F)F)CC(C)N3)sc2c1CCCC2 (stereo unspecified)
    -3% | 6.7e-08M* | 43% | 5% | 1.3% | 16% | ? | ? | -7% | -0.1% | 30%[activator]
- Nc1nnc(-c2ccccc2)c(-c2ccccc2)n1
    -1% | i | 2% | 3% | 0.8% | 1% | ? | -32% | -1% | -0.3% | -2%
- O=C(CSc1nc2ccccc2n1-c1ccccc1)NCC1CCCO1 (stereo unspecified)
    -1% | i | -3% | 1% | 0.3% | 29% | 13% | -10% | -1% | -0.9% | -14%
- Cc1cc(-c2ccccc2)n2ncc(C#N)c2n1
    -6% | . | -14% | -1% | 0.8% | -4% | ? | ? | -3% | -2.5% | .
- O=C1N(Cc2ccccc2)CCCC12CCCN(Cc1ccccc1)C2=O
    -11% | . | 0% | 2% | -1.2% | 27% | -6% | -18% | -2% | -1.8% | 14%
- CCn1c(SCC(=O)N2CCOCC2)nnc1-c1cccs1
    3% | i | -3% | 4% | -2.3% | 7% | -1% | 11% | 0% | -0.4% | 3%

More results
Below each SMILES – Caspase-1 inhib | A350 fluor | Tau filament bind | Luciferase inh | BRCT inh red | HEK293 cAMP cs | CRE-bla Fsk | ERK AVP block | Caspase-7 inhib | BRCT PPI green | USP2a inhib
- Cc1cc(C)n(-c2nc(NC(C)C)nc(NC(C)C)n2)n1
    -2% | i | 3% | 3% | 1.0% | 10% | 18% | -18% | 1% | 2.4% | 2%
- N#CCCN1CCN(S(=O)(=O)c2ccc(S(=O)(=O)N3CCCC3)cc2)CC1
    3% | . | 4% | 3% | 0.0% | ? | 0% | -5% | 1% | -0.7% | .
- CCOC(=O)CSc1nc2c(c(=O)[nH]c(=O)n2C)n1CCc1ccccc1
    4% | i | -2% | -7% | -1.4% | -6% | 3% | -15% | -2% | 0.1% | -4%
- N#Cc1ccc(C23CC4(C2)[C@H](CN(CC2CCCCC2)[C@@H]4c2ccccc2)C3c2ccc(Cl)nc2)cc1 (stereo partly specified)
    -2% | . | . | . | -1.3% | . | . | -16% | 0% | 1.7% | .
- CCOC(=O)C(NC(=O)c1ccc(OC)cc1)(N1CCOCC1)C(F)(F)F (stereo unspecified)
    -1% | ? | 28% | 2% | -0.1% | 2% | 0% | -4% | 1% | -0.9% | 5%
- Cc1cnc(CNc2ncnc3ccc(-c4c(C)noc4C)cc23)cn1
    -4% | ? | 0% | 0%[2.29 µM] | 0.7% | -7% | ? | -1% | -8% | 3.0% | 15%
- CNCCCC1c2ccccc2C=Cc2ccccc21
    0%[25.7 µM] | 5.2e-08M*! | 5µM*! | 0%[25.5 µM] | -0.8%[34.4 µM] | -1%[25.6 µM] | -13%[17.1 µM] | 7%[25.7 µM] | -1%[25.7 µM] | -0.2%[34.4 µM] | -3%[17.1 µM]
- CC(C)c1ccc(Cn2ccc3c4c(N)nc(NC5CC5)nc4ccc32)cc1
    1% | . | i | 1% | -0.8% | -55%[inhibitor] | 13µM* | -12% | -1% | -0.4% | .
- CCN(CCCNC(=O)c1c(C)cc(=O)oc1C)c1cccc(C)c1
    0% | ? | 0% | 1% | -0.6% | 21% | ? | -7% | -2% | -1.7% | 8%
- Cc1cc(=O)oc2cc(OCC(=O)N3CCc4ccccc4C3)ccc12
    -1% | 7.4e-08M* | 15% | 1% | -2.7% | 18% | 2% | ? | -3% | 3.5% | 34%[activator]
- CCCn1nnc(NC(=O)c2ccco2)n1
    -1% | i | 9% | -5% | -0.3% | 1% | 2% | -9% | 2% | -1.4% | -6%
- O=C(c1ccc(S(=O)(=O)N2CCOCC2)cc1)N1CCN(c2cccc(Cl)c2)CC1
    -2% | i | -8% | 5% | -0.8% | 5% | -7% | -3% | -1% | 0.8% | 24%
- Cc1noc(C)c1C(=O)OCC(=O)Nc1ccccc1C(=O)NC(C)c1ccccc1 (stereo unspecified)
    0% | i | 11% | 4% | 0.2% | ? | ? | -26% | -2% | 1.5% | 8%
- COc1ccc(C2=NCC(CSc3nnc(-c4ccc5c(c4)OCO5)o3)S2)cc1 (stereo unspecified)
    -7% | i | 11% | ? | 0.1% | ? | ? | -18% | -8% | -1.4% | 11%
- N#Cc1nc(COc2ccccc2F)oc1N1CCCCCC1
    -4% | i | 20% | -2% | 0.8% | ? | ? | ? | -1% | 0.6% | -9%

Structural class: those above containing a Cl atom (2)
Below each SMILES – Caspase-1 inhib | A350 fluor | Tau filament bind | Luciferase inh | BRCT inh red | HEK293 cAMP cs | CRE-bla Fsk | ERK AVP block | Caspase-7 inhib | BRCT PPI green | USP2a inhib
- N#Cc1ccc(C23CC4(C2)[C@H](CN(CC2CCCCC2)[C@@H]4c2ccccc2)C3c2ccc(Cl)nc2)cc1 (stereo partly specified)
    -2% | . | . | . | -1.3% | . | . | -16% | 0% | 1.7% | .
- O=C(c1ccc(S(=O)(=O)N2CCOCC2)cc1)N1CCN(c2cccc(Cl)c2)CC1
    -2% | i | -8% | 5% | -0.8% | 5% | -7% | -3% | -1% | 0.8% | 24%

Continuation.
Below each SMILES – Caspase-1 inhib | A350 fluor | Tau filament bind | Luciferase inh | BRCT inh red | HEK293 cAMP cs | CRE-bla Fsk | ERK AVP block | Caspase-7 inhib | BRCT PPI green | USP2a inhib
- COc1cc(C2C(C(=O)c3ccc(C)o3)=C(O)C(=O)N2Cc2cccnc2)ccc1O (stereo unspecified)
    -5% | i | 22% | 0% | 0.5% | -6% | ? | -9% | -4% | -0.5% | 16%
- CCOC(=O)CSc1nnnn1-c1cc(OC)c(Cl)cc1OC
    0% | i | 36% | 1% | 0.6% | 14% | ? | 20% | 3% | -1.5% | 4%
- O=C(CSc1nnc(Cn2c(=O)sc3ccccc32)n1-c1ccccc1)N1CCOCC1
    0% | i | -1% | -4% | -1.1% | 28% | 12% | -9% | 0% | -3.3% | 7%
- O=S(=O)(c1ccc(OCC(O)CN2CCN(c3ccccc3Cl)CC2)cc1)N1CCOCC1 (stereo unspecified)
    0% | i | 4% | 0% | 0.7% | -33%[inhibitor] | ? | -20% | 1% | -3.8% | 31%[activator]
- COc1cc(CN2CCN(C(=O)CC(C)C)CC2)cc(OC)c1O
    0% | i | -1% | -3% | 0.2% | 22% | -4% | ? | 2% | -3.7% | -10%

Bioassay records: PubChem BioAssay, National Center for Advancing Translational Sciences (NCATS)
